Screens from PubChem BioAssay.
CXCR6 inh – inhibitors of human CXCR6 receptor; O00574; CHO-K1 PathHunter CXCR6 beta-arrestin, luminescence; inhibition, % at 20 µM; hit rate 0.36% among 360,000; in the data active = inhibition above about 34%, passing the limit was not always enough;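 also: antagonist mode with CXCL16 agonist at 10 nM final; 0% = 10 nM CXCL16 with DMSO and 100% = unstimulated wells without agonist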
CCR6 antagonist – antagonists of human CCR6 receptor; P51684; CHO-K1 CCR6 PathHunter beta-arrestin, luminescence, CCL20-stimulated; inhibition, % at 20 µM; hit rate 0.49% among 340,000;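 active = compounds whose inhibition of the agonist-driven luminescence signal at 20 µM reaches about 50%, limit read from the data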;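 also: cells stimulated with CCL20 at 14 nM final; plate controls were DMSO with CCL20 for no effect and DMSO without agonist for full effect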
APJ ag – agonists of human APJ apelin receptor; activation, % at 20 µM; hit rate 0.11% among 330,000; CHO-K1 APJ PathHunter beta-arrestin, luminescence; 0% DMSO wells, 100% apelin; P35414; AID 2520;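 active = activation more than six SD over the plate average, tested at 20 µM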;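 also: 0% = DMSO alone and 100% = apelin-13 at 10 nM; some results filed as inactive read as strong as hits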
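Test system: CHO-K1 APJ beta-arrestin complementation cell line. Amount: cell density 1000 per well. Controls: DMSO negative, 10 nM Apelin-13 positive. Signal: luminescent beta-gal fragment complementation, chemiluminescent substrate. Read-out basis: agonist-driven arrestin binding to APJ. Timing: compound stimulation 90 min at 25 °C, detection 60 min.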
tim23-1 inh – inhibits growth of tim23-1 mutant yeast | inhibition, % at 20 µM | AID 463212 | hit rate 1.3% among 330,000 | S. cerevisiae tim23-1 growth, BacTiter-Glo luminescence, 24 h;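 active = growth inhibition of the mutant yeast at or above 50%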;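 also: temperature-sensitive mutant grown at 25 °C; plate controls were DMSO-treated mutant yeast for no effect and medium wells lacking yeast for full effect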
CHOP UPR activ – apoptotic UPR (CHOP) activation. CHO-CHOP luciferase reporter, luminescence; percent of tunicamycin response over DMSO baseline. activation, % at 10 µM. hit rate 0.34% among 330,000;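 active = at 10 µM dose, activation of 40% or more, normalized to positive control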;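 also: 100% = tunicamycin at 10 µg/mL and 0% = DMSO alone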
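Assay system: CHO-CHOP cells, stable luciferase reporter of PERK-eIF2a-CHOP signalling / Buffer or medium: F12 plus 10% serum / Compound dosing: one dose, 10 µM in 0.5% DMSO / Times: 6 h compound treatment, 37 °C / Technique: luciferase luminescence / Read-out: % reporter activation, DMSO baseline versus tunicamycin full activation / Benchmarks: tunicamycin and DMSO controls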
APJ antag – blocks the human apelin receptor APJ; P35414; CHO-K1 APJ beta-arrestin complementation, luminescence; hit rate 0.32% among 330,000; inhibition, % at 20 µM;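 active = inhibition above about 40% at 20 µM, limit read from the data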;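 also: cells challenged with 10 nM apelin-13 agonist together with compound; plate controls were apelin-13 plus DMSO wells for no effect and DMSO wells lacking apelin-13 for full effect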
EBI2 antag – antagonists of human EBI2 receptor; P32249; EBI2 beta-arrestin recruitment, luminescence, 7a,25-OHC stimulated; inhibition, % at 5 µM; hit rate 0.81% among 360,000; AID 651636; in the data active = inhibition above about 38%;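 also: enzyme fragment complementation signal reports receptor beta-arrestin coupling in cells; 0% = agonist plus DMSO wells and 100% = wells without agonist; some results beyond the cut were filed as inactive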
UPR XBP1 act – adaptive UPR (XBP1) activation | CHO-XBP1 luciferase reporter, IRE1-XBP1 UPR activation, luminescence; percent of tunicamycin response, DMSO as zero | activation, % at 20 µM | hit rate 0.33% among 330,000 | AID 463104;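 active = versus positive control, 20 µM dose yields 30% or more activation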;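 also: 100% = tunicamycin at 10 µg/mL and 0% = DMSO only wells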
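Material: CHO cell line with stable XBP1 luciferase reporter; buffer or medium: F12 medium containing 10% fetal bovine serum; compound: single point, 20 µM final compound, 1% DMSO; incubation: 6 h treatment, 37 °C; measured by: glow luminescence from Steady-Glo reagent; evaluation: activation, % of tunicamycin; control set: tunicamycin high, DMSO low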
Mdm2 MdmX PPI – human Mdm2/MdmX binding inhibition | SaOS-2 split-luciferase Mdm2/MdmX complementation, luminescence | inhibition, % at 8 µM | hit rate 3% among 330,000;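 active = inhibition of at least 50% at 8 µM in the primary screen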
Target sequence (O15151 whole entry, looked up): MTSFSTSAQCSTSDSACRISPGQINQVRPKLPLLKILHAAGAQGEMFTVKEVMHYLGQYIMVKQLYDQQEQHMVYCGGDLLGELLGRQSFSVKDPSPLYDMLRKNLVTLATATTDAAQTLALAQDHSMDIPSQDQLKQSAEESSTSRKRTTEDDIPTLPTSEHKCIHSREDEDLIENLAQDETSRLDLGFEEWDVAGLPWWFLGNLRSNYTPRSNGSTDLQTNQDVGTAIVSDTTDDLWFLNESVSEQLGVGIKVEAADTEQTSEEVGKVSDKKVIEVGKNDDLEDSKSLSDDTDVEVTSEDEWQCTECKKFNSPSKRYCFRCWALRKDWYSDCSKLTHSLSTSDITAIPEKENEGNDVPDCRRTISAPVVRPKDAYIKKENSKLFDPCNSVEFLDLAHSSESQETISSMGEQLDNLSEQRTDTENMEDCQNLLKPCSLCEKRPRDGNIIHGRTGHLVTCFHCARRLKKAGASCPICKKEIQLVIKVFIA
Target sequence (Q00987 whole entry, looked up): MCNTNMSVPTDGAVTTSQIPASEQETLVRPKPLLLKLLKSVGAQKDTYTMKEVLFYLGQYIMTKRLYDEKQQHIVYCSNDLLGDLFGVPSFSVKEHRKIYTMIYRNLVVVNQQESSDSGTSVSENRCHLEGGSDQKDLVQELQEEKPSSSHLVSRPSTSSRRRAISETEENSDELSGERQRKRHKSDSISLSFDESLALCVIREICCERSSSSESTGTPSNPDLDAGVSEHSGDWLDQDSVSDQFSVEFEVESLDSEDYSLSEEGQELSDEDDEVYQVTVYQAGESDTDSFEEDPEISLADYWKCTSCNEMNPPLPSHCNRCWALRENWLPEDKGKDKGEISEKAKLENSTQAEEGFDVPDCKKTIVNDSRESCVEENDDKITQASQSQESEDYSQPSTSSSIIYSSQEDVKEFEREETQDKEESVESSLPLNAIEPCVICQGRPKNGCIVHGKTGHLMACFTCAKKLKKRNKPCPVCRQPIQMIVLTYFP
* hit, by the source's call.

Screening Cc1ccc(C)c(NS(=O)(=O)c2c(C)nc3sccn3c2=O)c1 returned CXCR6 inh -6, CCR6 antagonist -12, APJ ag -2, tim23-1 inh 22, CHOP UPR activ 1.3, APJ antag -20, EBI2 antag 0, UPR XBP1 act 4 and Mdm2 MdmX PPI -17.
For Cn1nnnc1SCC(=O)Nc1cccc(S(=O)(=O)N2CCCC2)c1 the results were CXCR6 inh -5, CCR6 antagonist -4, APJ ag -6, tim23-1 inh -10, CHOP UPR activ 1.0, APJ antag 10, EBI2 antag -5, UPR XBP1 act -2 and Mdm2 MdmX PPI 13.
`Cn1/c(=N/NC(=O)c2ccccc2Br)sc2ccccc21` gave CXCR6 inh -10, CCR6 antagonist 1, APJ ag -3, tim23-1 inh 15, CHOP UPR activ 3.3, APJ antag -7, EBI2 antag -6, UPR XBP1 act 2 and Mdm2 MdmX PPI -54.
`Brc1ccccc1-c1nnc(CSc2nncn2-c2ccccc2)o1` gave CXCR6 inh -6, CCR6 antagonist 13, APJ ag 0, tim23-1 inh 11, CHOP UPR activ 0.8, APJ antag -11, EBI2 antag 0, UPR XBP1 act 1 and Mdm2 MdmX PPI -2.
For COc1cccc(OCC(O)CN2CCC(CN3C(=O)c4cccc5cccc(c45)C3=O)CC2)c1 (stereo unspecified) the results were CXCR6 inh -12, CCR6 antagonist 14, APJ ag 0, tim23-1 inh 12, CHOP UPR activ -0.6, APJ antag -22, EBI2 antag 27, UPR XBP1 act -3 and Mdm2 MdmX PPI 0.
`CC1CN(C(=O)c2cc3ccccc3cc2O)CC(C)O1` (stereo unspecified) gave CXCR6 inh -6, CCR6 antagonist 6, APJ ag -4, tim23-1 inh 11, CHOP UPR activ -1.4, APJ antag 11, EBI2 antag 0, UPR XBP1 act -2 and Mdm2 MdmX PPI -13.
Screening COc1ccc(NC(=O)CN(C)C(=O)CSc2ccc3c(c2)OCCO3)cc1 returned CXCR6 inh -4, CCR6 antagonist -4, APJ ag -2, tim23-1 inh 16, CHOP UPR activ 0.9, APJ antag 4, EBI2 antag 0, UPR XBP1 act -1 and Mdm2 MdmX PPI 12.
`NS(=O)(=O)c1ccc(NS(=O)(=O)c2ccc(NC(=S)Nc3ccccc3)cc2)cc1` gave CXCR6 inh -3, CCR6 antagonist 15, APJ ag -1, tim23-1 inh 33, CHOP UPR activ -0.7, APJ antag 3, EBI2 antag 1, UPR XBP1 act -3 and Mdm2 MdmX PPI -12.
For COc1ccc(CNc2nc(SC)n[nH]2)cc1OC the results were CXCR6 inh 2, CCR6 antagonist -4, APJ ag -3, tim23-1 inh -13, CHOP UPR activ 0.7, APJ antag -6, EBI2 antag -13, UPR XBP1 act -2 and Mdm2 MdmX PPI 17.
Cc1cc(-c2ccccc2)nc(N(C)NC(=O)C2CC2)c1S(C)(=O)=O was read as CXCR6 inh 3, CCR6 antagonist 5, APJ ag -1, tim23-1 inh 5, CHOP UPR activ -1.3, APJ antag 9, EBI2 antag -11, UPR XBP1 act -1 and Mdm2 MdmX PPI 2.
Cc1ccc(C)n1-c1nnc(N2CCC(C(=O)NCCCN3CCN(C)CC3)CC2)s1 was read as CXCR6 inh -7, CCR6 antagonist 0, APJ ag -2, tim23-1 inh 7, CHOP UPR activ 0.0, APJ antag 21, EBI2 antag -3, UPR XBP1 act -2 and Mdm2 MdmX PPI 3.
For CCCNC(=O)c1ccc2c(c1)nc(C)n2-c1cccc(Cl)c1 the results were CXCR6 inh 3, CCR6 antagonist 0, APJ ag -2, tim23-1 inh 27, CHOP UPR activ 2.3, APJ antag 16, EBI2 antag -6, UPR XBP1 act -2 and Mdm2 MdmX PPI -15.
COc1ccc(C(C)N2CC34C=CC(O3)C(C(=O)O)C4C2=O)cc1 (stereo unspecified) was read as CXCR6 inh -5, CCR6 antagonist 6, APJ ag -1, tim23-1 inh -3, CHOP UPR activ -0.3, APJ antag 15, EBI2 antag -18, UPR XBP1 act 2 and Mdm2 MdmX PPI -5.
CC(C)NS(=O)(=O)c1ccc(NC(=O)C2CCCCC2)cc1 was read as CXCR6 inh -12, CCR6 antagonist 3, APJ ag 0, tim23-1 inh 18, CHOP UPR activ -0.8, APJ antag 5, EBI2 antag -5, UPR XBP1 act 5 and Mdm2 MdmX PPI 2.
O=C(COC(=O)c1cccc(O)c1)NC(=O)Cc1ccccc1 was read as CXCR6 inh -11, CCR6 antagonist -4, APJ ag -1, tim23-1 inh 5, CHOP UPR activ -1.2, APJ antag -3, EBI2 antag -4, UPR XBP1 act -1 and Mdm2 MdmX PPI 9.
Screening Cc1ccc(C)c2sc(N3CCN(C(=O)c4ccc([N+](=O)[O-])o4)CC3)nc12 returned CXCR6 inh -12, CCR6 antagonist -3, APJ ag 30, tim23-1 inh 73*, CHOP UPR activ 83*, APJ antag -35, EBI2 antag 4, UPR XBP1 act 7 and Mdm2 MdmX PPI 90*.
For CCC(CC)NC(=O)C1CCN(c2ccc(S(=O)(=O)N3CCOCC3)cc2[N+](=O)[O-])CC1 the results were CXCR6 inh 6, CCR6 antagonist 3, APJ ag -5, tim23-1 inh -6, CHOP UPR activ 0.5, APJ antag 13, EBI2 antag 4, UPR XBP1 act -5 and Mdm2 MdmX PPI -15.
`CCN(Cc1ccncc1)Cc1nc(CC2CC2)no1` gave CXCR6 inh 0, CCR6 antagonist -3, APJ ag -3, tim23-1 inh 8, CHOP UPR activ -0.8, APJ antag 11, EBI2 antag -2, UPR XBP1 act 1 and Mdm2 MdmX PPI 17.
Screening c1ccc(CSC2=NCCS2)cc1 returned CXCR6 inh 4, CCR6 antagonist 3, APJ ag -2, tim23-1 inh -10, CHOP UPR activ 2.3, APJ antag 8, EBI2 antag -4, UPR XBP1 act -1 and Mdm2 MdmX PPI -25.
`CCOC(=O)c1ccc(NC(=O)CC2C(=O)N(c3ccc(F)cc3)C(=O)N2CCCOC)cc1` (stereo unspecified) gave CXCR6 inh 2, CCR6 antagonist 9, APJ ag 1, tim23-1 inh 11, CHOP UPR activ 0.3, APJ antag 9, EBI2 antag -4, UPR XBP1 act -2 and Mdm2 MdmX PPI 6.
COc1ccccc1CCNC(=O)c1csc2c1CCCC2 was read as CXCR6 inh 4, CCR6 antagonist 11, APJ ag -1, tim23-1 inh 27, CHOP UPR activ 2.7, APJ antag 3, EBI2 antag -4, UPR XBP1 act 1 and Mdm2 MdmX PPI -11.
`Clc1ccc(-c2cnnc(-c3ccccn3)n2)cc1` gave CXCR6 inh -11, CCR6 antagonist 5, APJ ag 1, tim23-1 inh 18, CHOP UPR activ 4.2, APJ antag 6, EBI2 antag -12, UPR XBP1 act 4 and Mdm2 MdmX PPI -48.
Cc1ccccc1C(=O)NC(=S)Nc1ccc(S(=O)(=O)N2CCN(C)CC2)cc1 was read as CXCR6 inh 19, CCR6 antagonist 61*, APJ ag -4, tim23-1 inh 1, CHOP UPR activ -0.3, APJ antag 5, EBI2 antag 8, UPR XBP1 act -1 and Mdm2 MdmX PPI 29.
Screening NC(=O)C1CCCN(C(=O)NC2CCCCC2)C1 (stereo unspecified) returned CXCR6 inh -2, CCR6 antagonist 9, APJ ag -3, tim23-1 inh -13, CHOP UPR activ -3.4, APJ antag 9, EBI2 antag -6, UPR XBP1 act 0 and Mdm2 MdmX PPI 19.
Screening Cn1ccnc1COc1ccc(/C=N/O)cc1 returned CXCR6 inh -5, CCR6 antagonist -4, APJ ag -1, tim23-1 inh -4, CHOP UPR activ 1.7, APJ antag 6, EBI2 antag -1, UPR XBP1 act 1 and Mdm2 MdmX PPI 0.
Screening COc1ccc(CCC(=O)NCc2ccccc2OC)cc1 returned CXCR6 inh 7, CCR6 antagonist 1, APJ ag 2, tim23-1 inh 7, CHOP UPR activ -0.6, APJ antag 3, EBI2 antag 14, UPR XBP1 act -3 and Mdm2 MdmX PPI 7.
For CCOc1ccc(NS(=O)(=O)c2ccc(C(=O)N3CCC3)cc2)cc1 the results were CXCR6 inh -9, CCR6 antagonist 3, APJ ag 0, tim23-1 inh -24, CHOP UPR activ -1.5, APJ antag -20, EBI2 antag -7, UPR XBP1 act -5 and Mdm2 MdmX PPI 11.
CCOC(=O)N1CCN(c2nc(C)c3c(n2)CCCC3=O)CC1 was read as CXCR6 inh -5, CCR6 antagonist -1, APJ ag -1, tim23-1 inh 18, CHOP UPR activ 1.8, APJ antag -10, EBI2 antag -9, UPR XBP1 act 0 and Mdm2 MdmX PPI -2.
Screening Cc1ccc(C(=O)NC(C)c2ccncc2)o1 (stereo unspecified) returned CXCR6 inh -2, CCR6 antagonist 0, APJ ag 8, tim23-1 inh 4, CHOP UPR activ 2.0, APJ antag 11, EBI2 antag -2, UPR XBP1 act -1 and Mdm2 MdmX PPI 5.
`CCOC(=O)N1CCN(S(=O)(=O)c2ccc(OC)c(Cl)c2)CC1` gave CXCR6 inh -6, CCR6 antagonist -5, APJ ag -2, tim23-1 inh 5, CHOP UPR activ 2.0, APJ antag 23, EBI2 antag -23, UPR XBP1 act 3 and Mdm2 MdmX PPI 1.
`COc1ccc(Nc2n[nH]c(C)c2[N+](=O)[O-])cc1` gave CXCR6 inh 5, CCR6 antagonist 17, APJ ag -4, tim23-1 inh -6, CHOP UPR activ 3.6, APJ antag 25, EBI2 antag -12, UPR XBP1 act 6 and Mdm2 MdmX PPI -22.
`COc1cc(NC(=O)N[C@@H](CCSC)C(=O)O)cc(OC)c1` gave CXCR6 inh 3, CCR6 antagonist 18, APJ ag -7, tim23-1 inh -5, CHOP UPR activ 0.8, APJ antag -1, EBI2 antag 3, UPR XBP1 act 1 and Mdm2 MdmX PPI -12.
COc1ccc(S(=O)(=O)N(Cc2ccc(OC)c(OC)c2)Cc2ccco2)cc1 was read as CXCR6 inh -2, CCR6 antagonist 2, APJ ag -5, tim23-1 inh 28, CHOP UPR activ -2.2, APJ antag -6, EBI2 antag 20, UPR XBP1 act -2 and Mdm2 MdmX PPI 10.
`O=C(O)CSc1nnc(-c2cccc(S(=O)(=O)N3CCCCC3)c2)o1` gave CXCR6 inh 3, CCR6 antagonist -1, APJ ag -1, tim23-1 inh 2, CHOP UPR activ 1.4, APJ antag 12, EBI2 antag -6, UPR XBP1 act 0 and Mdm2 MdmX PPI 22.
`NC(=O)COC(=O)c1cc(-c2cccs2)nn1-c1ccccc1` gave CXCR6 inh -6, CCR6 antagonist 3, APJ ag -2, tim23-1 inh 6, CHOP UPR activ 1.4, APJ antag -8, EBI2 antag -3, UPR XBP1 act -5 and Mdm2 MdmX PPI -5.
CC1(C)CC(=O)C2=C(C1)N(Cc1ccccc1)C(=O)C2(O)C(F)(F)F (stereo unspecified) was read as CXCR6 inh 6, CCR6 antagonist -6, APJ ag -3, tim23-1 inh 0, CHOP UPR activ 0.0, APJ antag 7, EBI2 antag -5, UPR XBP1 act -7 and Mdm2 MdmX PPI 21.

Some of the compounds tested (hit frequency here may not be typical).
